Bioassay records from PubChem.
E-sel inducer – E-selectin induction in HUVECs, primary screen, imaging, HUVEC, immunofluorescence imaging, single point; activation, % at 7.58 µM; hit rate 0.37% among 260,000; normalized: neutral wells 0, TNF-alpha wells 100;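 active = mean E-selectin-positive cell signal at least 10% of the positive control, reached in at least 60% of replicates, without over 20% cell loss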;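 note: in these data hits start at about 27%; measured in HUVEC primary endothelial cells; signal is the percent of cells scored E-selectin positive by PE staining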
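Test system: HUVEC | Signal: Immunofluorescence imaging | Read-out: Percent E-selectin-positive cells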
EWS-Fli inh – EWS/Fli-driven NR0B1 reporter inhibitors, primary screen, A673 cells, NR0B1 luciferase, luminescence, MLPCN library; viability-normalised; inhibition, % at 12.6 µM; hit rate 0.67% among 350,000;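 active = mean inhibition of at least 50% after viability correction, with every replicate also passing that limit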;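 note: firefly luciferase signal divided by Alamar Blue viability fluorescence both relative to DMSO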
RAD54 inh – inhibitors of human RAD54 branch migration, primary screen, biochemical, fluorescence, single point. DNA repair and recombination protein RAD54-like (Homo sapiens), Q92698. RAD54 Holliday junction branch migration, FAM/BHQ fluorescence. inhibition, % at 10.4 µM. hit rate 0.14% among 360,000. AID 602329, 2012;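 active = mean normalized replicate activity at least 40 and at least half of replicates scoring 40 or more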;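 note: 0% = median of neutral control wells and 100% = median of positive control wells; inhibitors cause a drop in the FAM fluorescence signal; in these data hits start at about 50%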
esBAF inh – Bmi1 luciferase reporter increase in mESCs, primary screen, esBAF inhibitor project, mouse ES cells, Bmi1 luciferase knock-in, single point; AID 602393, 2012; 24 h; 100% = twice the neutral-well signal; hit rate 2% among 350,000; reporter increase, % at 12.5 µM; in the data active = activation above about 40%;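 note: 0% = median of the plate's neutral control wells and 100% = double that signal; a rise in the Bmi1 reporter signal indicates esBAF inhibition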
S100A4 inh HTS – inhibitors of S100A4-myosin IIA peptide binding, primary screen, biochemical, fluorescence polarization, TAMRA-MyoIIA peptide. Protein S100-A4 (Homo sapiens), P26447. inhibition, % at 10.7 µM. hit rate 0.14% among 360,000. AID 652163, 2013;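 active = mean inhibition of at least 70% across replicates, with every replicate also reaching that level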
Target sequence (P26447 whole entry, looked up): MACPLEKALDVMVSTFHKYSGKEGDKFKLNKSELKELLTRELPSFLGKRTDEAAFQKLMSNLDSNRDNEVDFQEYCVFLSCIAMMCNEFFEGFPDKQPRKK
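Test system: S100A4 monomer protein; Medium: HEPES pH 7.2 with CaCl2, KCl, NaCl, DTT, Triton; Probe or stimulus: TAMRA-labelled myosin IIA heavy-chain peptide probe, 5 nM; Doses: one dose per compound; Times: polarization read 5 min after assay mix addition, stable 5–60 min; Benchmarks: neutral control DMSO, positive control TFP.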
Xi reactivation – activators of inactive X chromosome reactivation, primary screen, imaging, XiGFP fibroblasts, GFP high-content imaging, set 2; XiGFP mouse fibroblasts, % GFP-positive cells imaging, 3 d; cells co-treated with 5-aza-dC sensitizer; scaled so ellipticine positive control = 100%; activation, % at 7.58 µM; hit rate 0.055% among 360,000; AID 743238, 2013;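 active = mean normalized replicate activation at least 10% and every replicate at or above 10%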;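 note: 0% = median of on-plate neutral control wells and 100% = ellipticine 6 µM median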
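System: SV40-immortalized XiGFP fibroblast cells, line 68-5-11 / Incubation: 3-day compound exposure, then 15 min fixation at room temperature / Compound: single concentration per compound, delivered by pin transfer / Buffer or medium: DMEM plus 5-aza-dC sensitizer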
RAD52 inh – RAD52 DNA annealing inhibitors, primary screen, biochemical, FRET, single point, set 2; recombinant RAD52 DNA annealing, FRET fluorescence; inhibition, % at 18.7 µM; hit rate 0.46% among 360,000; DNA repair protein RAD52 homolog (Homo sapiens), P43351;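 active = every replicate showing at least 50% inhibition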
Target sequence (P43351 whole entry, looked up): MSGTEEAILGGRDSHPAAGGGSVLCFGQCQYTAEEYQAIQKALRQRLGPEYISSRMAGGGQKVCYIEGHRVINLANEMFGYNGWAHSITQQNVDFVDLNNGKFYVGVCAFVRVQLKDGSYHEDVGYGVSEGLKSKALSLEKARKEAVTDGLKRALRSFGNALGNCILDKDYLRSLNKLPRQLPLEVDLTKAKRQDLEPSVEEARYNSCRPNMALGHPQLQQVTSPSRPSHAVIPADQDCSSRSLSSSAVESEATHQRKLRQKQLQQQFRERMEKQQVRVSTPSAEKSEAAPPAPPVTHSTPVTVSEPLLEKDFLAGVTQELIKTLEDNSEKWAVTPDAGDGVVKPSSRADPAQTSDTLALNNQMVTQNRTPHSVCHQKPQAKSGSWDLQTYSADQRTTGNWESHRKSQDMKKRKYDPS
FN deposit inh – inhibitors of fibronectin matrix deposition, primary screen, AH1F cells, Alexa488-fibronectin fluorescence, plate reader | inhibition, % at 12.6 µM | hit rate 0.086% among 350,000 | AH1F fibroblasts, overnight;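 active = mean inhibition across replicates of 30% or more, regardless of how many single replicates reach that level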;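 note: positive control wells lacked labelled fibronectin entirely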
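Schedule: 1 h cell adhesion before compound, then overnight fibronectin incubation; test system: AH1F fibroblast monolayer depositing Alexa488-labelled fibronectin into matrix; quantity: 10000 AH1F cells per well; probe or stimulus: fluorescent fibronectin at 24 nM final; signal: fluorescence, ex 485 nm, em 525 nm; evaluation: percent inhibition as loss of matrix-bound fibronectin fluorescence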
* marks the source's active call; other numbers are inactive results; . = no result given; & = joins results of further samples. An unsorted share of the library. Share with any hit: about 3%.

SMILES	E-sel inducer	EWS-Fli inh	RAD54 inh	esBAF inh	S100A4 inh HTS	Xi reactivation	RAD52 inh	FN deposit inh
CCCCCN(C(=O)CCC(=O)OCC(=O)c1ccc(C(C)(C)C)cc1)c1c(N)n(CCCC)c(=O)[nH]c1=O	-0.8	-29	.	.	5	0.2	-17	4
Cc1cccc(CSc2nnc3c(n2)[nH]c2ccccc23)c1	0.0	-6	.	.	4	0.0	-8	0
O=C(O)C1CC(=O)N(Cc2cccs2)C1 (configuration not stated)	.	-1	-11	-5	0	.	-13	.
C[C@H]1CN([C@@H](C)CO)C(=O)c2cc(C3=CCCCC3)cnc2O[C@H]1CN(C)C(=O)c1cccc(F)c1	0.0	-2	3	10	7	-1.5	8	.
O=C(COC(=O)COc1ccccc1F)NCc1ccco1	0.3	0	-6	1	1	0.2	-9	-5
CCOC(=O)c1c(S(=O)(=O)NCC(=O)NCc2ccccc2)c(C)n(C)c1C	.	-4	-7	-1	-1	0.1	0	-2
COc1ccc(S(=O)(=O)N(C)c2ccc(C(=O)Nc3c(C)n(C)n(-c4ccccc4)c3=O)cc2)cc1	-0.1	8	-1	1	-6	0.1	-13	14
COc1ccc(S(=O)(=O)NNC(=O)C(=O)NNc2ccccn2)cc1	-0.3	3	-12	-7	3	-0.1	-11	0
CN(C)CCOC(c1ccccc1)c1ccccc1	0.1&0.2	-2&-4	-4&0	-2&4	0&-10	-0.3&-0.1	3&10	-2&-2
O=C(COC(=O)CSc1ccc2ccccc2c1)NC1CCCC1	-2.1	50	-6	.	12	0.5	-2	-5
O=C(/C=C/c1ccc(Cl)c(Cl)c1)Nc1cccnc1	.	-81	-7	42*	1	0.1	-15	-4
O=c1oc2ccc(Cl)cc2nc1/C=C(\O)c1ccco1	0.9	16	.	.	-4	0.2	-239	2

Overlap with the part before: three compounds; new compounds follow.
SMILES	E-sel inducer	EWS-Fli inh	RAD54 inh	esBAF inh	S100A4 inh HTS	Xi reactivation	RAD52 inh	FN deposit inh
O=C(COC(=O)CSc1ccc2ccccc2c1)NC1CCCC1	-2.1	50	-6	.	12	0.5	-2	-5
O=C(/C=C/c1ccc(Cl)c(Cl)c1)Nc1cccnc1	.	-81	-7	42*	1	0.1	-15	-4
O=c1oc2ccc(Cl)cc2nc1/C=C(\O)c1ccco1	0.9	16	.	.	-4	0.2	-239	2
C[C@H](C(=O)N(C)C[C@@H]1OCc2ccccc2-c2c(n(C)c3ccccc23)C(=O)N([C@@H](C)CO)C[C@@H]1C)c1ccccc1	-0.3	6	.	.	10	-0.1	6	4
CCN(CC)CCCC(C)NC(=O)c1c(NC(=O)c2ccccc2)sc2c1CCCC2 (configuration not stated)	0.8	25	25	-3	-6	-0.1	49	1
COc1cc(OC)cc(C2=Cc3ccccc3C(CC(=O)c3ccco3)N2c2ccc(-c3cccnc3)cc2)c1 (configuration not stated)	0.2	13	.	.	-4	0.0	1	-1
Cc1ccc(S(=O)(=O)NNC(=S)Nc2ccc(Cl)cc2)cc1	2.9	7	.	.	1	0.2	-9	-12
Cc1cc(/C=C2/SC(=S)N(c3ccc([N+](=O)[O-])cc3)C2=O)c(C)n1-c1cccnc1	.	37	.	.	-3	0.8	-19	1
CCS(=O)(=O)N1CCCC(C(=O)Oc2ccc(Br)cc2)C1 (configuration not stated)	.	7	5	-8	-1	0.0	-31	0
CCOc1ccc(CCNC(=O)COC(=O)COc2ccc(Br)cc2)cc1OCC	0.3	-1	-22	.	11	0.1	5	.
COc1ccc(C(CNC(=O)C2CC(=O)N(Cc3ccccc3)C2)N2CCCC2)cc1 (configuration not stated)	.	-6	-5	-6	-3	0.1	-65	-1
S=C(NCc1cccs1)Nc1cccc(Cl)c1	.	-9	.	7	-24	.	-7	.
C[C@H](CO)N1C[C@H](C)[C@@H](CN(C)S(=O)(=O)c2ccc(Cl)cc2)Oc2ccc(NC(=O)c3ccncc3)cc2C1=O	0.2	16	10	-5	2	0.1	-6	-3
C[C@@H]1CCCCO[C@@H](CN(C)S(=O)(=O)c2cn(C)cn2)[C@H](C)CN([C@@H](C)CO)C(=O)c2cc(NC(=O)Nc3ccc(C(F)(F)F)cc3)ccc2O1	0.4	6	-1	-1	.	-0.1	.	.
Cc1cccc(C)c1C(=NCCN(C)C)c1ccccc1	6.5	-1	.	.	-4	0.0	-12	-5
CC(=O)N1[C@@H]2CN(S(=O)(=O)c3ccc(F)cc3)c3ccccc3[C@@H]2[C@@H]1CO	0.7	1	-9	-4	-1	0.0	-11	.
CC(C)N(Cc1nnc(-c2ccccc2Cl)o1)C(=O)COc1cccc(Cl)c1	-0.1	-3	-5	-1	9	0.3	-27	-6
CC(C)c1ccccc1NC(=O)CN1C(=O)c2ccccc2C1=O	0.3	1	1	-9	-2	0.0	-6	3
CN1[C@@H]2Cn3c(ccc(-c4ccc(F)cc4)c3=O)[C@H]1[C@@H](C(=O)NC1CCC1)[C@@H]2CO	0.2	-4	.	-2	.	0.4	.	.
O=C(CCCc1nc2ccccc2s1)NNC(=O)CCN1CCN(Cc2ccccc2)CC1	2.7	9	.	.	-2	0.2	-9	-3
COc1cc(CNC(=O)C2CC2)ccc1OCc1ccccc1	-0.2	-57	4	28	-7	0.1	5	4
C[C@@H]1CN([C@@H](C)CO)C(=O)c2cc(NS(C)(=O)=O)ccc2O[C@@H]1CN(C)S(=O)(=O)c1ccc(F)cc1	25	-13	6	-5	-10	0.0	1	.
O=C(NCc1ccccc1)c1ccc(CSc2ccccc2)o1	13	-3	-2	10	1	0.0	1	18
O=C(C[C@@H]1CC[C@@H](NC(=O)c2ccc(F)cc2)[C@H](CO)O1)NCCc1ccccc1	0.1	2	-4	-2	5	0.1	-6	.
CCCn1c(C)cc(/C=C(\C#N)C(=O)OCC(=O)Nc2cc(OC)c(OC)c(OC)c2)c1C	-0.3	.	11	62*	.	0.0	.	-2
O=C(CN1C(=O)c2cccc3cccc1c23)Nc1ccccc1	0.4	7	.	.	-1	-0.2	-4	2
CC1CCC(NC(=O)CCNS(=O)(=O)c2ccccc2)CC1 (configuration not stated)	.	-23	-2	30	0	0.1	5	-13

Record cards (already shown). Values in the order: E-sel inducer | EWS-Fli inh | RAD54 inh | esBAF inh | S100A4 inh HTS | Xi reactivation | RAD52 inh | FN deposit inh
`CN1[C@@H]2Cn3c(ccc(-c4ccc(F)cc4)c3=O)[C@H]1[C@@H](C(=O)NC1CCC1)[C@@H]2CO` is listed with 0.2 | -4 | . | -2 | . | 0.4 | . | .
`O=C(CCCc1nc2ccccc2s1)NNC(=O)CCN1CCN(Cc2ccccc2)CC1` is listed with 2.7 | 9 | . | . | -2 | 0.2 | -9 | -3
`CCCn1c(C)cc(/C=C(\C#N)C(=O)OCC(=O)Nc2cc(OC)c(OC)c(OC)c2)c1C` is listed with -0.3 | . | 11 | 62* | . | 0.0 | . | -2
`O=C(NCc1ccccc1)c1ccc(CSc2ccccc2)o1` is listed with 13 | -3 | -2 | 10 | 1 | 0.0 | 1 | 18
`O=C(C[C@@H]1CC[C@@H](NC(=O)c2ccc(F)cc2)[C@H](CO)O1)NCCc1ccccc1` is listed with 0.1 | 2 | -4 | -2 | 5 | 0.1 | -6 | .

Remaining list, next part
SMILES	E-sel inducer	EWS-Fli inh	RAD54 inh	esBAF inh	S100A4 inh HTS	Xi reactivation	RAD52 inh	FN deposit inh
Cc1cc(C)c(S(=O)(=O)c2cc(F)ccc2C)c(Cl)n1	-0.1	4	6	-4	-4	0.3	-12	-4
CC[C@@H]1C(c2cccc(C)c2)=NN(c2ccccc2)[C@H]1C(=O)N1CCOC1=O	.	-6	6	2	-4	0.2	-255	.
Nc1nc(SCC(=O)O)[nH]c(=O)c1NC(=O)c1ccco1	-0.1	-2	5	-7	4	0.0	-14	3
COCC(=O)Nc1ccc2c(c1)C(=O)N(C)C[C@@H](OC)[C@@H](C)CN(Cc1cccc(F)c1)[C@H](C)CO2	-0.3	2	4	-2	7	-0.4	-8	-4
COC(=O)C(CCSC)NC(=O)C12CC3CC(CC(C3)C1)C2 (configuration not stated)	.	3	-5	8	-8	.	-6	.
COc1cccc(CNS(=O)(=O)c2cc3c(cc2C)NC(=O)CO3)c1	-0.3	-2	5	-5	13	0.4	-15	2
CC(=O)N1N=C(c2c(-c3ccccc3)c3cc(C)ccc3[nH]c2=O)CC1c1ccco1 (configuration not stated)	1.1	12	.	.	-7	0.4	-6	-5
CCc1ccc(C(C)NC(=O)Cn2cnc3c(=O)n(C)c(=O)n(C)c32)cc1 (configuration not stated)	.	.	-6	7	-9	.	-17	-2
COc1ccc2c3c(n(C)c2c1)[C@@H](CO)N(Cc1nccs1)CC31CCN(C(=O)CN(C)C)CC1	-0.1	-4	.	.	-1	0.0	19	5
C[C@@H]1CN([C@@H](C)CO)C(=O)c2cccc(NS(C)(=O)=O)c2O[C@@H]1CN(C)Cc1ccc(-c2ccccc2)cc1	-0.1	-2	-3	-1	-1	0.1	3	9
Cc1onc(-c2ccccc2)c1C(=O)N/N=C/c1ccc(O)c([N+](=O)[O-])c1	0.5	.	-4	.	3	-0.1	11	.
COC(=O)c1sc(N)c(C(=O)OC)c1COC(=O)CNS(=O)(=O)c1ccc(C)c(C)c1	0.4	.	-4	.	-4	0.2	-100	-9
COc1ccc(NC(=O)N(C)C[C@@H]2Oc3ccc(NS(=O)(=O)c4ccc(F)cc4)cc3C(=O)N([C@@H](C)CO)C[C@H]2C)cc1	0.0	-1	-2	1	29	0.0	20	2
C[C@@H](O)C#Cc1ccc([C@H]2[C@@H](CO)N3CCCCN(C(=O)c4ccncc4)C[C@H]23)cc1	0.5	0	3	-3	3	0.5	-3	.

Three of these compounds in another layout.
| compound | E-sel inducer | EWS-Fli inh | RAD54 inh | esBAF inh | S100A4 inh HTS | Xi reactivation | RAD52 inh | FN deposit inh |
| --- | --- | --- | --- | --- | --- | --- | --- | --- |
| CCc1ccc(C(C)NC(=O)Cn2cnc3c(=O)n(C)c(=O)n(C)c32)cc1 (configuration not stated) | . | . | -6 | 7 | -9 | . | -17 | -2 |
| COc1ccc2c3c(n(C)c2c1)[C@@H](CO)N(Cc1nccs1)CC31CCN(C(=O)CN(C)C)CC1 | -0.1 | -4 | . | . | -1 | 0.0 | 19 | 5 |
| C[C@@H]1CN([C@@H](C)CO)C(=O)c2cccc(NS(C)(=O)=O)c2O[C@@H]1CN(C)Cc1ccc(-c2ccccc2)cc1 | -0.1 | -2 | -3 | -1 | -1 | 0.1 | 3 | 9 |
